uPA surface inh – qHTS for Inhibitors of Cell Surface uPA Generation; cell surface uPA generation assay, qHTS; Potency, µM (series often up to 38.3 µM), for inactives: top-dose activity change, negative = inhibition, hits mostly inhibitors; actives 0.31% (n = 330,000); AID 540303, 2011; active = well fitted inhibition curve with a large enough effect; inconclusive = small, poorly fitted or top-dose-only effect; inactive = no such curve, though single readings can be large or run the other way; tested in mouse RAW 264.7 cells; also: potency is read from the fitted curve at half-maximal effect; nearly all actives have a fitted effect of over 55% in size
KCNH2 3.1 block – qHTS for Inhibitors of KCHN2 3.1: Mutant qHTS | Potassium voltage-gated channel subfamily H member 2, brain isoform KCNH2 3.1 (human) | U2OS KCNH2 3.1, thallium flux FluxOr; hits give low values | activity change, % (tested at about 1.8 µM) | actives 0.95% (n = 340,000);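 active = maximum activity change below -70%; inconclusive = maximum activity change from -70% to -50%; inactive = maximum activity change above -50%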;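 also: thallium influx rate constant from kinetic fluorescence after stimulation buffer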
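Thallium flux via FluxOr fluorescence (Red40 quencher, 45 min loading) in U2OS cells virally expressing the KCNH2 3.1 isoform (1.77 x 10^8 /mL virus, overnight at 37 C). Rate constants from 2-min kinetic reads post-stimulation, normalised to positive and negative controls.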
PKM2 activator – qHTS Assay for Activators of Human Muscle isoform 2 Pyruvate Kinase. purified PKM2, Kinase-Glo ATP luminescence, activation; response scale: 0% is enzyme alone, no compound. Potency, µM (series often up to 57.5 µM), for inactives: at the highest dose activation, hits mostly activators. actives 0.34% (n = 260,000); also: potency is read from the fitted curve at half-maximal effect; nearly all actives have a fitted effect of over 55% in size
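Purified hPK-M2 (>95%) run at intermediate activity with 0.1 mM ADP and 0.5 mM PEP in 50 mM imidazole pH 7.2, KCl, MgCl2; 1 h room temperature. ATP formed read by Kinase-Glo luminescence; normalized to uninhibited and no-enzyme controls.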
Eya2 inh – qHTS Assay for Inhibitors of the Phosphatase Activity of Eya2. recombinant Eya2, OMFP fluorescence dephosphorylation (OMFP is methylfluorescein phosphate). Potency, µM (series often up to 76.9 µM), for inactives: at the top dose activity, negative = inhibition, usual class: inhibitors. Protein phosphatase EYA2 (Homo sapiens), O00167. actives 0.006% (n = 330,000); also: potency is read from the fitted curve at half-maximal effect
Target sequence (O00167 whole entry, looked up): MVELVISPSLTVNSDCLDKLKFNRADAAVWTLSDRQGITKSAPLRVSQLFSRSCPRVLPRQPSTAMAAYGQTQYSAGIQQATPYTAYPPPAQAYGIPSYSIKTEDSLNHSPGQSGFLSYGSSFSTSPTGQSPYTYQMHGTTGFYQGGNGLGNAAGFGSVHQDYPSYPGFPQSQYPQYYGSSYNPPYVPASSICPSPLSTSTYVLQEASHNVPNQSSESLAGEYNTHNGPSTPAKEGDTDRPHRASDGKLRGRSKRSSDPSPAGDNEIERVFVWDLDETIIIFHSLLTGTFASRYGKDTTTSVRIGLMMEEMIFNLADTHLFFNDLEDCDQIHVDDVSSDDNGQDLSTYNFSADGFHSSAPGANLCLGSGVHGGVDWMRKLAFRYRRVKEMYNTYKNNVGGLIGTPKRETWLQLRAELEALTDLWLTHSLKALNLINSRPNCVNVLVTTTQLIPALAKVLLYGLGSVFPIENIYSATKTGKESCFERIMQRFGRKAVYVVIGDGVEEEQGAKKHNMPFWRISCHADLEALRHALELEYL
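Eya2 protein (added as 0.2 uM solution) was preincubated with compound for 10 min at ambient temperature in 50 mM HEPES pH 7.5, 50 mM NaCl, 5 uM MgCl2, 0.05% BSA, 1 mM DTT. OMFP (added at 50 uM) then reacted 10 min; fluorescence read at 485/525 nm.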
BCR signal inh – qHTS Assay to Find Inhibitors of Chronic Active B-Cell Receptor Signaling; ABC-DLBCL IkBa-CBG/CBR reporter, luminescence ratio, 4 h; Potency, µM (series often up to 46.1 µM), without a hit: at the highest dose ratio change, negative = lower green/red ratio, hits mostly inhibitors; actives 0.05% (n = 340,000); active = well fitted inhibition curve with a large enough effect in the signal ratio, with a control signal flat, not every such curve was filed as active; inconclusive = small, poorly fitted or top-dose-only effect, or effect the other way, or a change in a side signal; the % refers to the signal ratio;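 also: potency is read from the fitted curve at half-maximal effect; plate controls were basal doxycycline-induced cells for no effect and cells given 10 µM MG132 for full effect; MG132 reads +100%, hits lower the ratio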
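Compounds up to 46 uM were incubated four hours with TMD8 cells whose green CBG68 luciferase is fused to IkappaBalpha; red CBR luminescence normalised the signal, and concentration-effect curves were fitted to fusion, red and ratio data.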
USP2a block – qHTS Assay for Inhibitors of Ubiquitin-specific Protease USP2a Using CHOP2 as the Reporter. USP2 core, Ub-CHOP2 coupled fluorogenic reporter, 485/531. Potency, µM (series often up to 38.3 µM), inactives show at the highest dose activity change, negative = inhibition, actives largely listed as inhibitors. actives 0.01% (n = 330,000). AID 463254, 2010;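 also: potency is read from the fitted curve at half-maximal effect; plate controls were DMSO wells for no effect and full inhibition by NEM control for full effect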
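Deubiquitinase activity read as fluorescence (485/531 nm) after Ub-CHOP2 cleavage activates the enterokinase reporter on its substrate; USP2 core 10nM, Ub-CHOP2 and substrate 25nM each, 30min compound preincubation then 60min RT; data normalized to NEM, curves fitted.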
GALK inhibitor – qHTS Assay for Inhibitors of Human Galactokinase (GALK); P51570; Purified GALK, Kinase-Glo residual ATP luminescence; Potency, µM (series often up to 57.5 µM), without a hit: at the top dose activity change, negative = inhibition, actives largely listed as inhibitors; actives 0.007% (n = 270,000); AID 1868, 2009; also: potency is read from the fitted curve at half-maximal effect
Target sequence (P51570 whole entry, looked up): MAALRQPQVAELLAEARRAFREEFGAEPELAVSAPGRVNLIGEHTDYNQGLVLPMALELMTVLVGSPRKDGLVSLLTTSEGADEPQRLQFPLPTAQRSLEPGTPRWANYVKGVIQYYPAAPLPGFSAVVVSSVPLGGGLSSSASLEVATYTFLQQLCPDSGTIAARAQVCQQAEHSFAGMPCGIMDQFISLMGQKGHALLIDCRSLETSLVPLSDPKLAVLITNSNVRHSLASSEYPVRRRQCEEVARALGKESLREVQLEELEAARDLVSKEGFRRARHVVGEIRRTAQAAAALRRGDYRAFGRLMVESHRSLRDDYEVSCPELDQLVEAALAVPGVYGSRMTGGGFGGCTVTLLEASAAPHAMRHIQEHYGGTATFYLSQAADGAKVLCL
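Galactose (100 uM) and ATP (35 uM) were turned over by 5 nM GALK for 1 h at RT. Kinase-Glo Plus then converted the remaining ATP into a luminescent signal.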
FBPA coupling cs – qHTS Assay for Inhibitors of Fructose-1,6-bisphosphate Aldolase from Giardia Lamblia: Coupling assay counterscreen; coupling enzyme system counterscreen, AmpLite Red fluorescence; activity change, negative = inhibition, % at 58.2 µM, hits read low; actives 0.67% (n = 290,000); AID 2472, 2010; in the data active = activity change below about -30%
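Final compound at 57.5 uM, incubated 10 min at RT with coupling enzyme reagent (glyceraldehyde-3-phosphate), then 20 min with substrate and AmpLite Red detection. Fluorescence read at 525/598 nm; tests interference with the coupling assay, not aldolase inhibition.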
KCNH2 WT inh – qHTS for Inhibitors of KCHN2 3.1: Wildtype qHTS; U2OS, BacMam KCNH2, thallium flux FluxOr; hits give low values; activity change, % at 1.84 µM; actives 0.37% (n = 340,000); Voltage-gated inwardly rectifying potassium channel KCNH2 (Homo sapiens), Q12809;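 active = maximum activity change below -70%; inconclusive = maximum activity change between -70% and -50%; inactive = maximum activity change above -50%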
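U2OS cells were transduced with wild-type KCNH2 virus (2.03 x 10^8 / mL) for 4 h at room temperature, then cultured overnight at 37 C. Thallium flux was read with FluxOr dye. Rate constants were normalized to DMSO controls.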
Giardia kill – Small Molecules that selectively kill Giardia lamblia: qHTS. Giardia lamblia trophozoite viability. activity change, % at 7.66 µM, hits read low. actives 0.15% (n = 340,000). AID 540267, 2011; in the data active = activity change below about -80%; inconclusive = between about -30% and that limit;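 also: parasites exposed to compound for two days anaerobically before the ATP read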
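Viability, read as ATP luminescence: trophozoites at 100 cells/well, compound added, 48 hrs anaerobic at 37 deg C, then 15-30 min room-temperature development before reading.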
B2AR arrestin – qHTS assay of beta-arrestin-biased ligands of beta2-adrenergic receptor; Beta-2 adrenergic receptor (Homo sapiens), P07550; actives 0.02% (n = 330,000); Potency, µM (highest dose often 46.1 µM), for the others: at the top dose activation, hits mostly activators; beta-arrestin recruitment to beta2AR, cell-based reporter;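 also: potency is read from the fitted curve at half-maximal effect; 0% = DMSO controls and full agonism = EC100 isoproterenol or metaproterenol; nearly all actives have a fitted effect of over 65% in size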
The depositor's hits bear a star; ? = inconclusive; nt = no result given; & = joins results of further samples. Unless noted, calls follow the shape of the dose curve; as a rule, active = well fitted curve in the direction sought with a large enough effect; inconclusive = small, poorly fitted or top-dose-only effect, or another doubt; inactive = no such curve, though single readings can be large; an effect the other way counts as inactive or inconclusive. Unless noted, % is scaled to controls: 0 for no effect and ±100 for the full control effect.

SMILES	uPA surface inh	KCNH2 3.1 block	PKM2 activator	Eya2 inh	BCR signal inh	USP2a block	GALK inhibitor	FBPA coupling cs	KCNH2 WT inh	Giardia kill	B2AR arrestin
Cc1ccc(OC(=S)Nc2ccc(O)cc2)cc1	-2%	0	-13%	-10%	?	-2%	-2%	-14	-2	-22	-0.7%
CC(=O)NCCn1c(SCc2ccccc2F)nc2ccccc2c1=O	-1%	14	6%	-2%	3%	-6%	-1%	-2	0	-10	-0.1%
COc1ccc(NC(=O)C2CCCN(S(=O)(=O)c3cccc4cccnc34)C2)cc1 (stereo unspecified)	8%	-3	7%	6%	?	1%	2%	-4	1	-4	-0.3%
O=C(CCc1ccccc1)Nc1cc2c(cc1C(=O)O)OCCCO2	2%	-6	nt	8%	?	1%	nt	nt	-5	-22	-0.1%
O=C(Nc1nnc(CCN2CCCCC2)s1)c1ccc(Br)cc1	7%	-6	-1%	-2%	6%	13%	-1%	4	6	2	0.2%
CCC(N=c1cc(-c2ccc(OC)cc2)oc2ccc(C)cc12)C(=O)O (stereo unspecified)	-4%	-3	-8%	0%	?	3%	3%	0	-3	-11	0.1%
c1ccc(OCc2noc(CN3CC[C@@H]4CCCC[C@H]4C3)n2)cc1	3%	3	-3%	3%	3%	-22%	11%	1	-2	-16	-0.2%
CC(Nc1nc(-c2ccccc2)nc2ccccc12)c1ccccc1 (stereo unspecified)	-15%	5	-1%	-6%	25%	-3%	-2%	-3	11	5	0.1%
CCC1CCCCN1C(=O)c1cc(S(=O)(=O)N2CCOCC2)ccc1C (stereo unspecified)	6%	16	nt	6%	0%	1%	nt	nt	0	-8	0.2%
CCOc1ccccc1CN1CCNC(=O)C1CC(=O)NC1CCCCCC1 (stereo unspecified)	-6%	13	nt	0%	-5%	0%	1%	-4	2	8	0.2%
Cc1ccc(NC(=O)Nc2ccc(Cl)cn2)cc1	-3%	13	4%	15%	1%	1%	3%	3	-1	-6	0.5%
CCN(/C(N)=N/c1nc(C)cc(C)n1)c1ccccc1	-7%	-4	-2%	1%	9%	0%	-1%	3	-2	1	-1.0%
CC(C)(C)c1ccc(C(=O)NCCNC(=O)c2ccco2)cc1	-8%	-26	-2%	1%	?	0%	7%	1	5	2	0.2%
O=C(C[C@H]1C/C=C\CC[C@@H](Cc2ccc(F)cc2)C(=O)OCCNC1=O)NCCO	1%	nt	nt	8%	?	4%	nt	nt	nt	-20	-0.4%
COc1ccc(NC(=O)CN2c3cccc4cccc(c34)S2(=O)=O)cc1	9%	15	11%	-19%	?	1%	-2%	-31*	-30	-5	0.4%
COCc1cnc(C)nc1N	0%	5	0%	11%	1%	-1%	9%	3	-13	-9	-0.2%
COc1ccc(NC(=O)CCn2nnc(-c3ccc(C)cc3)n2)cc1OC	-4%	8	10%	-13%	0%	2%	-1%	5	5	7	0.7%
O=C(COC(=O)c1ccccc1OCc1ccc(Cl)cc1)NCC1CCCO1 (stereo unspecified)	-1%	-12	nt	-6%	-1%	0%	nt	nt	-1	?	-0.1%
Cc1nnc(Sc2nc3c(c(=O)[nH]c(=O)n3C)n2CCc2ccccc2)s1	6%	-3	-7%	4%	0%	2%	4%	5	-25	12	-0.5%
COc1cc(/C=C(\C#N)c2ccccn2)ccc1OCC(=O)Nc1c(Cl)cccc1Cl	-2%	3	-2%	1%	3%	-1%	2%	4	3	5	-0.4%
COc1ccc(CC(=O)Nc2ccc(NC(=O)c3ccc(Br)cc3)cc2)cc1OC	1%	-2	0%	9%	-1%	2%	2%	3	14	-7	0.4%
O=C(CSc1ccc2nnc(CCNC(=O)c3ccccc3)n2n1)NCc1ccc(F)cc1	0%	nt	1%	-13%	0%	2%	-6%	nt	-7	-23	-0.3%
CCC(Cc1ccccc1)NC(=O)C1CC1 (stereo unspecified)	0%	-2	-26%	3%	-3%	2%	4%	-1	-3	-20	-0.2%
COc1cc(C(=O)NCCCN(C)C)ccc1OCC(=O)Nc1cccc(C(F)(F)F)c1	-7%	-16	nt	1%	0%	-1%	-7%	1	-7	0	0.0%
CCOc1ccc(CN(C)CC(=O)NCc2ccc(F)cc2)cc1	-9%	-103*	nt	8%	?	-6%	-2%	0	?	-11	0.4%
O=C(NN/C(=N/S(=O)(=O)c1ccc(Cl)cc1)c1ccccc1)c1cccc(Cl)c1	-5%	-2	-4%	8%	?	-6%	-2%	0	-1	-14	-0.2%
COc1ccc(NC(=O)CN(C)C(=O)/C=C/c2cn(-c3ccccc3)nc2-c2ccc(C)cc2)cc1	-5%	14	nt	-15%	8%	-7%	nt	nt	-1	-3	0.1%
COc1ccc(NC(=O)CSc2nc3nc(C)cc(C)n3n2)cc1	3%	-11	nt	1%	-1%&14%	2%	1%	-3	0	16	4.7%
Cc1nc2c(C(=O)NCCc3ccccc3)c[nH]n2c(=O)c1Cl	nt	4	-4%	-10%	11%	4%	-3%	0	6	14	-0.3%
Cc1cc(C)c2c(N)c3cccc(C)c3nc2n1	-10%	3	3%	8%	9%	-1%	nt	1	0	0	3.7%
COc1cccc(NC(=O)CSc2nnc(NC(=O)c3ccco3)s2)c1	-22%	-3	1%	10%	-5%	-4%	1%	nt	-8	-7	-0.4%
Cc1nn(-c2ccccc2Cl)c(Cl)c1/C=N/Nc1cccc(C(=O)O)c1	-8%	-1	-12%	-4%	-7%	0%	-3%	6	-5	-29	-0.1%
CC(=O)Nc1ccc(S(=O)(=O)Nc2nc3ccccc3nc2-n2ccc(=NC(=O)c3ccccc3)cc2)cc1	-1%	-5	1%	10%	-1%	1%	nt	7	-1	-11	-0.5%
CC(=O)NS(=O)(=O)c1ccc(NS(=O)(=O)c2ccc(F)cc2)cc1	2%	5	-3%	8%	5%	1%	0%	-2	-2	-10	-0.5%
COc1ccc(S(=O)(=O)NCCN2CCOCC2)cc1[N+](=O)[O-]	-2%	1	1%	-1%	4%	-1%	-2%	-2	1	1	-0.4%
Cc1nn(-c2ccc([N+](=O)[O-])cc2)c(N)c1-c1ccccc1	6%	-2	11%	8%	6%	1%	7%	2	-21	10	-0.2%
CCCN(CC(=O)Nc1ccccc1C)C(=O)c1ccc2[nH]c3c(c2c1)CC(C)CC3 (stereo unspecified)	-18%	-7	nt	-6%	?	-2%	nt	nt	0	-7	0.3%
CCOC(=O)N1CCN(C(=O)CN(c2ccc(C)cc2)S(=O)(=O)c2c(C)noc2C)CC1	0%	0	-3%	-26%	7%	-1%	-3%	-2	1	9	-0.2%

In the list so far, 6 have a Cl atom.
SMILES	uPA surface inh	KCNH2 3.1 block	PKM2 activator	Eya2 inh	BCR signal inh	USP2a block	GALK inhibitor	FBPA coupling cs	KCNH2 WT inh	Giardia kill	B2AR arrestin
Cc1ccc(NC(=O)Nc2ccc(Cl)cn2)cc1	-3%	13	4%	15%	1%	1%	3%	3	-1	-6	0.5%
O=C(COC(=O)c1ccccc1OCc1ccc(Cl)cc1)NCC1CCCO1 (stereo unspecified)	-1%	-12	nt	-6%	-1%	0%	nt	nt	-1	?	-0.1%
COc1cc(/C=C(\C#N)c2ccccn2)ccc1OCC(=O)Nc1c(Cl)cccc1Cl	-2%	3	-2%	1%	3%	-1%	2%	4	3	5	-0.4%
O=C(NN/C(=N/S(=O)(=O)c1ccc(Cl)cc1)c1ccccc1)c1cccc(Cl)c1	-5%	-2	-4%	8%	?	-6%	-2%	0	-1	-14	-0.2%
Cc1nc2c(C(=O)NCCc3ccccc3)c[nH]n2c(=O)c1Cl	nt	4	-4%	-10%	11%	4%	-3%	0	6	14	-0.3%
Cc1nn(-c2ccccc2Cl)c(Cl)c1/C=N/Nc1cccc(C(=O)O)c1	-8%	-1	-12%	-4%	-7%	0%	-3%	6	-5	-29	-0.1%

Arranged by value in B2AR arrestin (low to high): three from the list above
Structure	B2AR arrestin
CC(=O)NS(=O)(=O)c1ccc(NS(=O)(=O)c2ccc(F)cc2)cc1	-0.5%
COc1ccc(S(=O)(=O)NCCN2CCOCC2)cc1[N+](=O)[O-]	-0.4%
CCOC(=O)N1CCN(C(=O)CN(c2ccc(C)cc2)S(=O)(=O)c2c(C)noc2C)CC1	-0.2%
